# High-throughput results (PubChem)
# BoNT-A LC inh2: BoNT A light chain protease inhibition; multiplex microsphere protease substrate cleavage, flow cytometry; inhibition, % at 10 µM; 360,000 tested, 0.17% active; note: plate controls were buffer without enzyme for full effect and enzyme alone for no effect
# VHR inh abs: inhibitors of human VHR1 phosphatase (DUSP3); P51452; recombinant VHR phosphatase, pNPP absorbance; inhibition, % at 13.3 µM; 290,000 tested, 0.52% active; in the data active = inhibition above about 50%; note: some compounds called inactive have numbers as strong as hits
# Target sequence (P51452 whole entry, looked up): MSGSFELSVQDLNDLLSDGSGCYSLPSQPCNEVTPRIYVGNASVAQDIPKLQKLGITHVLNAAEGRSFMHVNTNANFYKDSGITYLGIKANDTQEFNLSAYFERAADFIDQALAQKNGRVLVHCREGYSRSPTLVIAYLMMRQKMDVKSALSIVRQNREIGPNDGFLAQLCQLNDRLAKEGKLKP
# PriA SSB inh: inhibitors of Klebsiella pneumoniae PriA binding to SSB C-terminal tail; AlphaScreen SSBct-PriA binding, biotinylated peptide; inhibition, % at 33 µM; 430,000 tested, 0.6% active; AID 1272365; in the data active = inhibition mostly above about 37%, no sharp cut-off; inactive = mostly below about 20%;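 note: plate controls were negative control peptide for no effect and reference peptide for full effect; strong numbers were not always called active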
# BH1578 lux ind: inducers of Vibrio cholerae quorum light production without autoinducers | V. cholerae BH1578 lux reporter, luminescence, 6 h | activation, % at 18.7 µM | 350,000 tested, 0.16% active; in the data active = activation mostly above about 9.7%, no sharp cut-off; inconclusive = no clear call, values can overlap the other calls; inactive = mostly below about 3.7%; note: not every result past the cut was called active; inactives centre near 0; reference of the scale not given here
# TcdB inh: TcdB glycohydrolase inhibition; 350,000 tested, 0.24% active; P18177; TcdB glycohydrolase enzymatic assay, plate reader; inhibition, % at 9.99 µM; in the data active = inhibition above about 10%
# CCHFV vOTU inh: blocks the CCHF virus ovarian tumor domain protease. CCHFV vOTU protease, Pep-AMC fluorescence. inhibition, % at 11.5 µM. 370,000 tested, 0.55% active. AID 651958; in the data active = inhibition above about 30%; note: 0% = vehicle wells with enzyme and 100% = no enzyme wells
# Anthrax LF inh2: blocks Bacillus anthracis lethal factor protease; P15917; multiplex microsphere protease cleavage assay, LF; inhibition, % at 10 µM; 360,000 tested, 0.12% active; note: plate controls were buffer without enzyme for full effect and enzyme alone for no effect
# Target sequence (P15917 whole entry, looked up): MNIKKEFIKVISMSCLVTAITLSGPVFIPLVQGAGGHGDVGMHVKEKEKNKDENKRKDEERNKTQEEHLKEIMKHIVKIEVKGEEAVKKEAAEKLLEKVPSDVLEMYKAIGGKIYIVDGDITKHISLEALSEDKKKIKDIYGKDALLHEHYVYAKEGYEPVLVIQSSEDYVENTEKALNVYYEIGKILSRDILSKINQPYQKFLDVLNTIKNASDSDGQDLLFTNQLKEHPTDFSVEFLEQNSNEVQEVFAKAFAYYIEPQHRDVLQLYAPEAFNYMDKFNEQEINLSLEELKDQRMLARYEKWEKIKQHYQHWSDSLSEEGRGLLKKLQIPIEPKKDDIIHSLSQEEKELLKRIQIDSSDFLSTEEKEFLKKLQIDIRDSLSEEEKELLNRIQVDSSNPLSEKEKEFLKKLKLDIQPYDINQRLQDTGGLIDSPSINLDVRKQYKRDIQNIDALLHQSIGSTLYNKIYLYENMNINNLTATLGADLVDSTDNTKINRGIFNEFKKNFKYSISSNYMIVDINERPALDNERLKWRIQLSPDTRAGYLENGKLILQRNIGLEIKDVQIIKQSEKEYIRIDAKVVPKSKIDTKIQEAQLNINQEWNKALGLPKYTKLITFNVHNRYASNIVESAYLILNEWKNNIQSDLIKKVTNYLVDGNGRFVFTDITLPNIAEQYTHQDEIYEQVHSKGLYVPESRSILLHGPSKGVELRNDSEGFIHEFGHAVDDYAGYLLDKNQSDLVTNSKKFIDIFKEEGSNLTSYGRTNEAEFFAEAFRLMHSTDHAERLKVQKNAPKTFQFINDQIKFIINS
# PfHsp40 yeast: rescue of PfHsp40-mediated yeast toxicity | growth rescue, % at 12.5 µM | S. cerevisiae expressing PfHsp40, growth rescue, ATP luminescence | 340,000 tested, 0.68% active; in the data active = growth rescue above about 28%, passing the limit was not always enough; inconclusive = no clear call, values can overlap the other calls;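 note: yeast W303a lacking pdr1 and pdr3 grown in galactose medium; growth measured after three days at 30 °C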
# Y pestis TopoI: inhibitors of Yersinia pestis topoisomerase I; Y. pestis Topo-I cleavage product accumulation, plate reader; 360,000 tested, 0.064% active; activity, % at 10 µM; in the data active = activity above about 50%, passing the limit was not always enough; inconclusive = no clear call, values can overlap the other calls; note: inactives centre near 2
# SARS 3CLpro inh: SARS-CoV 3CLpro protease inhibition; recombinant SARS-CoV 3CLpro, quenched FRET peptide cleavage; 290,000 tested, 0.14% active; P0C6X7; AID 1706; inhibition, % at 6 µM; in the data active = inhibition above about 12%
# Numbers without * were called inactive; i = inactive; ? = inconclusive; nt = not tested or not shown. Cut-off read from the data, not from the text of the source, unless noted: active = inhibition above about 30%; inconclusive = no clear call, values can overlap the other calls; inactive = below that.
SMILES,BoNT-A LC inh2,VHR inh abs,PriA SSB inh,BH1578 lux ind,TcdB inh,CCHFV vOTU inh,Anthrax LF inh2,PfHsp40 yeast,Y pestis TopoI,SARS 3CLpro inh
Cc1onc(-c2ccccc2)c1C(=O)OCC(=O)N(CC(C)C)c1c(N)n(Cc2ccccc2)c(=O)[nH]c1=O,-0.3,nt,-4,-1.4,0.7,20,1,0.1,2,nt
COc1ccc(N=Nc2nc3ccc(Br)cc3n2C)cc1,1.9,20,9,i,nt,5,-5,-0.7,2,-91
Cc1cc(NN)nc(NS(=O)(=O)c2ccccc2Cl)n1,-1.3,-5,-2,-0.4,-6.0,12,-6,-0.6,-6,0
CC(C)OC(=O)c1cccc(C(=O)OCc2ccco2)n1,0.0,-18,-5,0.2,nt,18,0,-0.3,18,-6
Cn1c(=O)c2c(SCc3ccccn3)nc(CC(C)(C)C)nc2n(C)c1=O,-0.7,7,-4,-1.6,0.7,4,3,3.5,17,-1
O=S(=O)(c1ccccc1)N(Cc1ccccc1)c1ccccn1,-0.7,11,-14,-0.3,nt,-1,6,-0.7,2,6
CCS(=O)(=O)C(=C1Nc2ccccc2N1)S(=O)(=O)CC,-1.1,0,-16,-0.3,nt,4,-8,-0.3,0,-1
COC(=O)c1ccc(/C=N/NC(=O)c2ccccc2Cl)cc1,0.3,6,nt,3.4,nt,4,2,-1.0,1,1
CCOC(=O)c1sc2ncn(/N=C/c3ccc(O)cc3)c(=O)c2c1C,0.0,40,nt,i,-1.6,20,-4,1.9,-3,-2
Cn1cnnc1Sc1ccc(C(F)(F)F)cc1[N+](=O)[O-],0.4,10,-6,1.7,1.6,3,-3,-0.3,4,-3

# Brought forward from above: three compounds; new compounds follow.
SMILES,BoNT-A LC inh2,VHR inh abs,PriA SSB inh,BH1578 lux ind,TcdB inh,CCHFV vOTU inh,Anthrax LF inh2,PfHsp40 yeast,Y pestis TopoI,SARS 3CLpro inh
COC(=O)c1ccc(/C=N/NC(=O)c2ccccc2Cl)cc1,0.3,6,nt,3.4,nt,4,2,-1.0,1,1
CCOC(=O)c1sc2ncn(/N=C/c3ccc(O)cc3)c(=O)c2c1C,0.0,40,nt,i,-1.6,20,-4,1.9,-3,-2
Cn1cnnc1Sc1ccc(C(F)(F)F)cc1[N+](=O)[O-],0.4,10,-6,1.7,1.6,3,-3,-0.3,4,-3
Cc1nc2ccccc2c(=O)n1-c1ccc(NS(=O)(=O)c2ccccc2)cc1,-0.4,nt,-6,-0.5,0.8,-9,-1,-1.2,14,nt
CCOC(=O)N1CCN(C(=O)COc2ccc(Cl)c(C)c2)CC1,-0.7,2,-1,-0.4,1.0,-8,-3,-0.5,10,2
Cc1sc2ncnc(NCc3cccnc3)c2c1C,0.2,-7,-9,-0.2,0.0,0,-1,0.0,-3,-3
Cc1ccccc1Cn1nc(C)c(NC(=O)C(F)(F)F)c1C,-1.4,-8,-8,-0.3,0.4,6,-2,0.0,1,2
CC(OC(=O)c1ccc(NS(=O)(=O)c2ccc3[nH]c(=O)[nH]c3c2)cc1)C(=O)Nc1cccc(Cl)c1Cl (stereo not drawn),3.3,7,-16,-0.4,0.5,-11,-6,-2.0,1,6
Cc1nn(CC(=O)N2CCCc3ccccc32)c(C)c1[N+](=O)[O-],-1.1,3,-19,2.8,-0.4,3,-2,-0.6,1,-1
CCOC(=O)c1ccc(/C=C2/C=C(c3ccccc3)N(c3ccc(Cl)c(C(=O)O)c3)C2=O)cc1,0.9,-11,4,-0.3,nt,13,0,0.6,17,3
Cc1ccc(S(=O)(=O)N(CCCc2c(C)nc[nH]c2=O)c2ccccc2)cc1,-0.5,nt,-4,i,0.8,4,-7,0.4,7,nt
Cc1cc(=O)oc2c1ccc1ccccc12,-2.4,nt,-7,i,-9.0,-55,8,0.2,-2,-3
CC(NC(=S)Nc1ccc(S(=O)(=O)N2CCOCC2)cc1)C1CC2CCC1C2 (stereo not drawn),-0.5,-8,-20,-2.6,0.6,-5,0,-1.9,6,2
COc1ccc(S(=O)(=O)N2CCCCCC2)cc1N(C)S(=O)(=O)c1ccccc1,-0.1,19,-16,-0.3,nt,-16,-1,-0.9,27,7
O=c1c(C/C=C/c2ccccc2)c(O)nc2n1CCCS2,-0.9,18,-15,-0.4,nt,-6,-3,0.0,2,-3
CCOC(=O)COc1cccc2c(=O)n(CC(=O)N3CCN(C(=O)OCC)CC3)ccc12,0.1,9,-11,-1.0,-4.1,-2,8,1.3,9,-5
COc1cccc(NC(=O)C2CC2)c1,0.2,nt,-10,-0.5,-0.2,16,4,-0.1,2,nt
O=[N+]([O-])c1cc([N+](=O)[O-])c(Oc2ccc(Cl)c3cccnc23)cc1NN1CCCCC1,-0.5,10,1,-0.5,0.6,-1,-12,2.9,14,3
Cc1ccsc1C(=O)N1CCC1(C)C(=O)NS(=O)(=O)c1cccc(F)c1 (stereo not drawn),-0.6,nt,nt,-0.3,0.5,5,-7,nt,-5,nt
CCOc1ccccc1C(=O)NC(C(=O)Nc1ccccc1N1CCOCC1)C(C)C (stereo not drawn),1.4,23,-14,-0.2,nt,6,-1,0.5,46,1
CC(=O)Nc1ccc(S(=O)(=O)NCCSCc2ccccc2Cl)cc1,-1.2,-5,-4,i,0.1,-9,0,-0.7,8,6
Clc1ccc(-c2nnc(N3CCOCC3)o2)cc1,nt,20,4,i,0.2,-5,nt,2.0,-4,2
Cc1cc(C(=O)NCC2CCCO2)sc1C (stereo not drawn),?,nt,-18,i,0.2,0,?,-2.3,8,nt
c1ccc2sc(-n3cc(C4CCCCC4)nn3)nc2c1,-0.4,nt,nt,nt,3.7,5,4,nt,nt,nt
O=c1[nH]c(=O)n(CCc2ccc(F)cc2)c(O)c1C=NCCCN1CCOCC1,-0.5,13,-11,-0.6,nt,0,-5,1.5,6,-6
COc1cc(/C=C2/CCC/C(=C\c3cc(O)c(OC)c(Cl)c3)C2=O)cc(Cl)c1O,3.5,8,6,-0.3,nt,24,2,0.2,3,2
COc1ccc(NC(=S)N(CCCN2CCOCC2)Cc2cn(C)c3ccccc23)cc1,2.0,-13,16,0.2,-1.8,8,-2,0.2,18,-1
CCOC(=O)C(C(=O)OCC)C1N=C(N)N=C2Oc3ccccc3N21 (stereo not drawn),-1.9,16,-8,-1.7,nt,3,-7,-0.3,-5,0
C/C(=N\NC(=O)C12CCC(C)(C(=O)O1)C2(C)C)c1ccccc1O (stereo not drawn),0.8,2,nt,-0.6,-2.1,6,-10,-0.4,-2,0
CC(C)(C)NC(=O)[C@]1(C)CCC[C@@]2(C)C3CC[C@@]4(C)C[C@]3(CCC21)CC4=O (stereo partly drawn),-0.7,nt,4,i,-1.3,1,-1,2.7,10,nt
COc1ccc(NCc2nnc(SCC(=O)Nc3ccc(OC)cc3)n2C)cc1,0.0,18,-6,-0.3,-0.5,5,-2,1.2,-2,4
OC1/C(=C/c2ccc(Cl)cc2Cl)N2CCC1CC2 (stereo not drawn),-0.3,-6,-2,-0.3,1.9,-1,-4,-0.6,-3,3
CCC(=O)c1ccc(OC(=O)Cc2ccc(OC)cc2)cc1,nt,30,-11,-0.8,-3.0,-4,nt,-2.2,21,-2
CSc1ncc(Cl)c(C(=O)Nc2ccc(S(=O)(=O)N3CCOCC3)cc2)n1,-0.5,-8,-25,-0.9,nt,7,-3,-0.6,1,0
Fc1ccccc1-c1nc(-c2ccc(Br)o2)no1,1.6,nt,-11,i,-0.2,-6,-8,0.8,-5,1
O=C(N/N=C/c1ccc2c(c1)OCO2)c1sc2cccc(Cl)c2c1Cl,-0.5,-4,nt,-7.1,nt,2,-4,-0.1,3,0
O=C(CCn1cnnn1)N1CCCC(Nc2ccc(F)c(F)c2)C1 (stereo not drawn),1.4,30,4,-0.4,0.8,4,1,1.4,-4,-9
Cc1ccc(S(=O)(=O)N2CCN(C(=O)CCC(=O)NCCc3ccc(F)cc3)CC2)cc1,-0.9,7,-11,i,0.8,-2,5,-0.6,-3,-1
CCC(=O)N1CCc2cc(OC)c(OC)cc2C1COc1ccc(F)cc1 (stereo not drawn),-1.9,40,-6,-1.6,0.5,-11,-14,-1.0,13,-5
COc1ccc2[nH]c3c(=O)n(CCCCC(=O)N4CCC(C(N)=O)CC4)c(=S)[nH]c3c2c1,?,34,-5,2.6,5.3,nt,2,0.8,2,-4
O=C(CCc1nc2ccccc2s1)Nc1ccccc1,-1.1,39,2,-0.3,nt,4,2,0.2,-3,1
CN(Cc1ccc(Cl)cc1Cl)C(=O)c1cccc(S(=O)(=O)N2CCN(c3ccccc3)CC2)c1,1.7,nt,-5,i,0.7,12,0,0.1,38,nt
Clc1ncnc2[nH]ccc12,0.6,nt,-4,0.1,1.2,2,-2,0.9,2,nt
COc1ccc([C@H]2CN(CCc3ccccc3)C(=O)[C@@H]2CC(=O)Nc2ccccc2)cc1,0.2,nt,nt,0.6,1.3,4,-3,nt,30,nt
O=C(Nc1cccc(-n2cccn2)c1)C1CCCN(Cc2cc3ccccc3[nH]2)C1 (stereo not drawn),0.8,13,21,-0.4,0.7,9,-4,-0.5,-12,0
Cn1cnnc1SCC(=O)N1N=C2/C(=C/c3ccco3)CCCC2C1c1ccco1 (stereo not drawn),0.7,14,-10,-12,nt,0,-3,0.4,14,-5
CC(=O)Oc1ccccc1N(C(C)=O)S(=O)(=O)c1ccc(C)cc1,0.6,-21,-11,-0.3,0.8,-2,-1,-1.3,-7,2
CCCS(=O)(=O)NC(=O)C1(C)CCCN(C(=O)c2cc(C)n(C(C)(C)C)n2)C1 (stereo not drawn),0.5,nt,nt,0.8,-0.2,-3,-2,nt,1,nt
CC(C)Nc1nc(Cl)nc(NC(C)C)n1,0.3,5,-3,i,nt,-7,-3,1.3,2,1
CC1(c2cccc(Br)c2)NC(=O)N(CC(=O)Nc2ccc3c(c2)OCCO3)C1=O (stereo not drawn),-0.7,nt,3,-2.7,-0.2,-5,3,0.5,-8,nt
COc1ccc(C(=O)OCc2c(C)noc2C)cc1,0.4,43,-20,1.4,1.5,-3,2,-0.4,-2,7
CCc1c(O)nc(SCC(=O)Nc2nc3ccccc3s2)n(-c2ccc(C)cc2)c1=O,-16,21,-1,-0.6,-1.1,-9,-2,-0.7,-7,-2
NC(CCc1ccccc1)c1csc(Nc2ccc(C(=O)NCCCO)cn2)n1 (stereo not drawn),0.2,nt,nt,-0.3,1.1,4,2,nt,-9,nt
# New compounds follow.
SMILES,BoNT-A LC inh2,VHR inh abs,PriA SSB inh,BH1578 lux ind,TcdB inh,CCHFV vOTU inh,Anthrax LF inh2,PfHsp40 yeast,Y pestis TopoI,SARS 3CLpro inh
CCOc1ccc(-c2nn3c(-c4ccc(F)cc4)nnc3s2)cc1,-0.5,nt,-16,i,nt,0,-3,0.4,-3,2
CCOC(=O)c1cnc2c(cnn2C)c1NCCC(O)C(F)(F)F (stereo not drawn),3.3,16,-21,i,nt,-6,-2,-0.2,-4,1
Cc1ccc(NC2CCCN(C(=O)c3ccc(-n4ccnc4)cc3)C2)cc1C (stereo not drawn),0.1,2,4,i,-1.4,-4,-3,-0.3,0,-2
CCNC(=S)NNC(=O)c1cc(-c2cccc(OC)c2)nc2ccccc12,0.2,0,-5,-0.3,nt,-7,-1,0.2,1,6
CCC1CCCCN1C(=O)CCS(=O)(=O)c1ccc2c(c1)CCN2C(C)=O (stereo not drawn),0.1,2,-12,-0.3,-1.9,-5,0,-0.2,5,-3
Cc1cc(C)c(S(=O)(=O)N(C)c2ccccc2)c(C)c1,-0.1,-3,-55,i,2.7,3,0,1.6,1,5
c1coc(-c2nnc3sc(C4CCCCC4)nn23)c1,2.7,-6,2,-0.2,nt,6,-12,-0.1,7,1
Cc1ccc(C(=O)COC(=O)c2ccc(O)cc2)cc1,-0.8,38,-5,i,-0.5,-11,-7,-0.9,1,0

# These rows are one share of the data; count on the stated rates, not on these rows.
